# Bioassay records (PubChem BioAssay)
# RAD54 branch = inhibitors of human RAD54 branch migration, primary screen, biochemical, fluorescence, single point. hit rate 0.14% among 360,000. inhibition, % at 10.4 µM. DNA repair and recombination protein RAD54-like (Homo sapiens), Q92698. RAD54 Holliday junction branch migration, FAM/BHQ fluorescence;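 active = mean normalized replicate activity at least 40 and at least half of replicates scoring 40 or more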;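 also: 0% = median of neutral control wells and 100% = median of positive control wells; inhibitors cause a drop in the FAM fluorescence signal; in these data hits start at about 50%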
# miR122 inh = miR-122 Renilla sensor signal increase in Huh7, primary screen, miR-122 inhibitor project, cell-based, single point, plate reader; Huh7 miR-122 Renilla luciferase sensor, 48 h; neutral wells = 0, positive control = 100; activation (reporter increase), % at 12.5 µM; hit rate 0.3% among 340,000; AID 602342, 2012;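 active = mean replicate activation score at least 90 and every replicate individually at or above 90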;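 also: higher luciferase means less miR-122 activity so hits act as miR-122 inhibitors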
# PGC1a acetyl inh = inhibitors of PGC1a acetylation signal, primary screen, cell-based, U2OS, AlphaScreen, inhibitor mode; AlphaScreen anti-acetyl-lysine; with virally co-expressed GCN5 acetyltransferase; inhibition, % at 15.6 µM; hit rate 0.17% among 350,000; AID 651687, 2012;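 active = every replicate shows inhibition of at least 40%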;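 also: 0% = neutral control wells and 100% = positive control wells; some results beyond the cut were filed as inactive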
# PglD inh = C. jejuni PglD acetyltransferase inhibitors, primary screen, biochemical, DTNB colorimetric, single point; UDP-N-acetylbacillosamine N-acetyltransferase PglD (Campylobacter jejuni); inhibition, % at 12.5 µM; hit rate 0.098% among 360,000; purified PglD enzyme, DTNB colorimetric CoA detection; in the data active = inhibition above about 16%, passing the limit was not always enough; also: strong numbers were not always called active
# RAD52 anneal inh = RAD52 DNA annealing inhibitors, primary screen, biochemical, FRET, single point, set 2 | DNA repair protein RAD52 homolog (Homo sapiens), P43351 | recombinant RAD52 DNA annealing, FRET fluorescence | inhibition, % at 18.7 µM | hit rate 0.46% among 360,000;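 active = every replicate showing at least 50% inhibition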
# Cneo AK release = Cryptococcus neoformans cell lysis inducers, primary screen, AK release luminescence, single concentration; C. neoformans lysis, adenylate kinase release luminescence, 4 h; normalised: neutral wells 0, clomiphene wells 100; lysis activity, % at 15 µM; hit rate 0.2% among 360,000; AID 651654, 2012;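 active = mean lysis activity across replicates of at least 80%, whatever share of replicates individually reach that level; inactive = mean lysis activity below 80%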
#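 Material: C. neoformans cells; Schedule: 4 h static compound exposure, 37 °C, read 1 h post-reagent; Measured by: adenylate kinase release luminescence; Read-out: signal increase indicating cell lysis; Controls: Clomiphene as positive lysis control.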
# ERAP1 HTS inh = human ERAP1 aminopeptidase inhibitors, primary screen, biochemical, single point, plate reader. recombinant ERAP1, Leu-AMC fluorescence, 60 min. hit rate 0.15% among 340,000. inhibition, % at 10.7 µM. AID 652197, 2013. Endoplasmic reticulum aminopeptidase 1 (Homo sapiens), Q9NZ08;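 active = mean replicate inhibition of at least 30%, or all replicates individually reaching that 30% level; inactive = mean below 30% and not every replicate reaching it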;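 also: 0% = neutral control wells and 100% = L-leucinethiol positive control wells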
# Target sequence (Q9NZ08 whole entry, looked up): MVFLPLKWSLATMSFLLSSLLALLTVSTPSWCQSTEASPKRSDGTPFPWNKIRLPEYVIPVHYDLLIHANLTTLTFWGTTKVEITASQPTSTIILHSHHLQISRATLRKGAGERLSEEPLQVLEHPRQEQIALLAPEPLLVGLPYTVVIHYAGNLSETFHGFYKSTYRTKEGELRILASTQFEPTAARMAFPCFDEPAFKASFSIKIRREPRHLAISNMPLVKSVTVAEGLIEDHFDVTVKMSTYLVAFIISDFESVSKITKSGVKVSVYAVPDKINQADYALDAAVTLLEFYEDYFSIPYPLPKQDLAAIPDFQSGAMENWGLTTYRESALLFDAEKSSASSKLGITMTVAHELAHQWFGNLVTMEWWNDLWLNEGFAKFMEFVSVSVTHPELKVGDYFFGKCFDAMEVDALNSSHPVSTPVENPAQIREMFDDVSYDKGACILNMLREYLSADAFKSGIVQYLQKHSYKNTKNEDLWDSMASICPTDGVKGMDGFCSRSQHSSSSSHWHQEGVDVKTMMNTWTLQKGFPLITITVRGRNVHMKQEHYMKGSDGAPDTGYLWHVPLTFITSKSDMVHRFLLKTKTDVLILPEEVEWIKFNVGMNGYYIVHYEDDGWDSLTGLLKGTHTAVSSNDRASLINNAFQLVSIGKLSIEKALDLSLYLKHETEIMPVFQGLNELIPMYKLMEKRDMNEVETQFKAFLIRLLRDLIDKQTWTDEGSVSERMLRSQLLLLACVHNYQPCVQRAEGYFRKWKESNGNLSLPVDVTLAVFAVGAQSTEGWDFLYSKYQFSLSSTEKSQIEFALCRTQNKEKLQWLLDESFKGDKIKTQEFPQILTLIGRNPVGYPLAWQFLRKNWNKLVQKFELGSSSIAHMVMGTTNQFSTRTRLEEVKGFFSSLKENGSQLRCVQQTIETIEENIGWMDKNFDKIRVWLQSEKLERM
# E-sel inducer = E-selectin induction in HUVECs, primary screen, imaging, HUVEC, immunofluorescence imaging, single point. hit rate 0.37% among 260,000. normalized: neutral wells 0, TNF-alpha wells 100. AID 686992, 2013. activation, % at 7.58 µM;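 active = mean E-selectin-positive cell signal at least 10% of the positive control, reached in at least 60% of replicates, without over 20% cell loss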;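 also: in these data hits start at about 27%; measured in HUVEC primary endothelial cells; signal is the percent of cells scored E-selectin positive by PE staining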
#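 Read-out basis: % PE-positive cells; Test system: HUVEC primary endothelial cells; Technique: immunofluorescence imaging; Dosing: single-point compound dose.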
# Starred values were filed as active, the others as inactive; . = no result given; & = joins results of further samples; [ ] = remark or other dose.
canonical_smiles	RAD54 branch	miR122 inh	PGC1a acetyl inh	PglD inh	RAD52 anneal inh	Cneo AK release	ERAP1 HTS inh	E-sel inducer
O=S(=O)(c1ccccc1F)N1CCCCN2[C@H](CO)[C@@H](c3ccc(-c4cncnc4)cc3)[C@H]2C1	-1	10[16.7 µM]	4	6	-5	-3	.	-0.2
CC(=O)Nc1ccc(S(=O)(=O)Nc2nc3ccccc3nc2Nc2ccc(S(N)(=O)=O)cc2)cc1	6	2	-3	1	.	0	.	.
Cc1cc(C(=O)Nc2ccc3c(c2)C(=O)N(C)[C@H]2CC[C@H](CC(=O)NCC(F)(F)F)O[C@@H]2CO3)no1	.	.	4	.	2	.	0	0.2
C[C@@H]1CN([C@@H](C)CO)C(=O)c2cc(NS(=O)(=O)c3cccs3)ccc2O[C@@H]1CN(C)Cc1ccc(Cl)c(Cl)c1	-41	-6[16.7 µM]	-16	1	28	-3	1	0.2
Cc1cc(C)c(S(=O)(=O)N/N=C/c2ccc([N+](=O)[O-])o2)c(C)c1	-2	-6	.	1	-8	0	3	-0.3
COc1ccc(NS(=O)(=O)c2c(C)[nH]c(=O)[nH]c2=O)c(OC)c1	3	1	.	7	.	0	.	.
Cc1ccc(NC=C(S(=O)(=O)c2ccccc2)S(=O)(=O)c2ccccc2)c(C)c1	-6	-2	-17	5	.	-1	.	.
COc1ccc2nc(Cl)c(C3CC(c4ccco4)=NN3C(=O)CCCC(=O)O)cc2c1 (configuration not stated)	-4	-4	-6	12	-22	-2	-1	-0.2
O=C1CN(O)C=C2N=c3ccccc3=C2N1c1ccc([N+](=O)[O-])cc1	-19	.	.	-7	-19	0	-3	.
CCOC(=O)C1=CC[C@@H](c2ccccc2)N(S(=O)(=O)c2ccc(C)cc2)[C@H]1c1ccc(C#N)cc1	-9	-7	-35	2	1	-2	-8	-0.1
COC(=O)C(NC(=O)c1ccc(Cl)cc1)(Nc1nc(C)cs1)C(F)(F)F (configuration not stated)	5	-17	-2	1	.	-1	.	.
CCOC(=O)CSc1nnc(-c2ccoc2C)n1-c1ccc(C)cc1	-2	1	-6	2	.	6	.	.
CCCN(C)C[C@@H]1Oc2cc(C#CC3CCCC3)ccc2S(=O)(=O)N([C@H](C)CO)C[C@@H]1C	-1	-1[16.7 µM]	-55	-1	-28	12	-12	.
CO[C@@H]1CN(C)C(=O)c2ccc(NS(=O)(=O)c3cn(C)cn3)cc2OC[C@@H](C)N(CC2CC2)C[C@H]1C	-2	.	0	-2	13	49	1	1.3
COc1ccc2oc(C(=O)NC(C)(C)C)c(C)c2c1	.	.	2	.	-8	.	0	1.0
Cn1nnnc1SCC(=O)NC(=O)Cc1ccccc1	5	-4	-12	2	.	0	.	.
O=C(O)C[C@@H]1C[C@H]2c3cc(NC(=O)c4ccc5c(c4)OCO5)ccc3O[C@H]2[C@@H](CO)O1	7	-3[16.7 µM]	-1	-1	8	4	-2	-0.2
CC(C)C#Cc1ccc2c(c1)O[C@H](CN(C)C(=O)c1cccnc1)[C@H](C)CN([C@@H](C)CO)S2(=O)=O	2	-25[16.7 µM]	7	2	1	-3	-5	0.3
O=C1NC(Cc2ccc(O)cc2)c2nc3cc(Cl)ccc3c(=O)n2-c2ncccc21 (configuration not stated)	-7	-6	-1	1	-3	0	.	-2.0
CCN1CCN(c2ncnc3c2sc(=S)n3-c2ccccc2)CC1	-9	.	.	2	-5	2	0	0.1
CN(c1ccccc1)S(=O)(=O)c1ccc(C(=O)NCc2ccccc2CN2CCCC2)cc1	6	7	-8	2	-24	7	-1	.
COc1cccc(-c2ccc(NC(=O)C3CCCN(Cc4cnc(C)s4)C3)cc2)c1 (configuration not stated)	3	2	1	2	-5	-4	1	-0.5
Cc1cc2c(cc1C)N1C(=O)c3cc4ccccc4cc3NC(=O)C1C(=O)N2 (configuration not stated)	-1	-8	0	-5	-12	-18	1	1.6
Cc1ccc(NC(=O)c2cccnc2)cc1S(=O)(=O)N1CCOCC1	-6	.	.	0	-23	-1	5	.
O=C(NCCN1C(=O)CCC1=O)c1ccncc1	-1	0	1	2	.	2	.	.
COc1ccc(C(=O)NCC(=O)N2CCCCC2)cc1OC	.	.	-3	.	-2	.	-1	0.7
O=C(CN1CCN(c2ccc(F)cc2)CC1)Nc1ccccc1	-10	-2	1	0	-32	1	3	.
CCc1n[nH]c(=S)n1/N=C/c1ccc(N(CC)CC)cc1	8	-3	0	1	-17	-4	-1	-0.1
CCc1ccc(C(=O)C(C)OC(=O)c2cccc(S(=O)(=O)N3CCOCC3)c2)cc1 (configuration not stated)	0	-6	-2	-5	-47	-2	-3	.
O=C(Nc1cccc2ccccc12)NC1CCCc2ccccc21 (configuration not stated)	1	1	-6	5	.	0	.	.
COCCn1c(=O)[nH]c2cc(C(=O)N3CCN(c4cc(C)ccc4C)CC3)ccc2c1=O	-6	4	6	1	-9	-2	2	.
O=C(Nc1ccc(N2CCN(C(=O)c3ccccc3)CC2)cc1)c1ccc2c(c1)OCCO2	5	1	.	-1	-6	2	1	.
Cc1noc(C)c1NC(=O)Nc1ccc2c(c1)C(=O)N([C@H](C)CO)C[C@@H](C)[C@H](CN(C)C(=O)Nc1ccc(C(F)(F)F)cc1)OCCCC[C@H](C)O2	-22	6[16.7 µM]	-6	1	-14	0	1	0.5
O=S(=O)(Nc1ccc(Br)cc1)c1cccc(NS(=O)(=O)c2cccs2)c1	-7	35	2	1	-28	0	0	.
Clc1ccc(OCCn2cnc3ccccc32)c(Cl)c1	-6	-10	-25	6	.	1	.	.
CCOc1ccc(N2CC(C(=O)NCc3nnnn3-c3ccc(C)c(C)c3)CC2=O)cc1 (configuration not stated)	-4	2	5	2	-8	1	-4	.
COc1ccccc1CC(=O)N1CCN(S(=O)(=O)c2cccs2)CC1	-2	6	.	2	-3	-1	-2	-0.4
C[C@H](CO)N1C[C@H](C)[C@@H](CN(C)C(=O)NC2CCCCC2)Oc2c(NC(=O)c3ccncc3)cccc2C1=O	3&8	-2[16.7 µM]	10&-5	-1&3	-8&-17	0&0	-6&7	-0.1
COC(=O)C1=C(C)NC(=O)NC1c1c(O)ccc2ccccc12 (configuration not stated)	-5	-2	14	1	-13	5	-4	.
COc1ccc(C)cc1NC(=O)CNC(C)C(=O)Nc1ccc(C(C)=O)cc1 (configuration not stated)	5	-4	1	1	-19	1	0	-0.1
CC1CN(S(=O)(=O)c2ccc(CN3C(=O)c4cccnc4C3=O)cc2)c2ccccc2O1 (configuration not stated)	-1	1	2	-4	-6	1	-1	.
C[C@H](CO)N1C[C@H](C)[C@@H](CN(C)C(=O)Cc2ccncc2)Oc2ncc(C3=CCCCC3)cc2C1=O	-2	-3[16.7 µM]	-19	0	-17	-3	-2	0.1
CCCCOc1cccc(C(=O)Nc2ccc(S(=O)(=O)Nc3cc(C)on3)cc2)c1	-10	.	.	-8	4	-3	-3	.
COc1cccc(NC(=O)N2CCC(C(=O)Nc3ccc(C)cc3C)CC2)c1	0	4	.	2	.	-1	.	.
CCCNC(=O)C[C@@H]1CC[C@@H]2[C@H](COC[C@H](O)CN2C(=O)CC)O1	5	2[16.7 µM]	3	5	-10	3	0	0.0
COc1cccc(-c2ccc([C@H]3[C@H](CO)N4C(=O)CN(C(=O)CN5CCOCC5)C[C@@H]34)cc2)c1	.	.	3	.	-12	.	-1	-0.4
COc1ccc(NC(=O)N(C)C[C@@H]2Oc3c(NC(=O)c4ccc(-c5nccs5)cc4)cccc3C(=O)N([C@H](C)CO)C[C@H]2C)cc1	-5	-2[16.7 µM]	-11	4	-4	4	2	-7.1
CCC(OC(=O)c1ccco1)C(=O)NCc1ccc2c(c1)OCO2 (configuration not stated)	-3	-2	-13	22*	-1	0	-6	.
CC(=O)Nc1cccc(C(=O)N/N=C/c2cccc(C)n2)c1	-2	-2	-2	0	1	2	-2	-0.1
Cc1ccccc1NC(=O)/C(C#N)=C/c1ccc[nH]1	0	.	.	2	-1	0	0	-1.4

# Continued; it opens with the 2 that closed the last part.
canonical_smiles	RAD54 branch	miR122 inh	PGC1a acetyl inh	PglD inh	RAD52 anneal inh	Cneo AK release	ERAP1 HTS inh	E-sel inducer
CC(=O)Nc1cccc(C(=O)N/N=C/c2cccc(C)n2)c1	-2	-2	-2	0	1	2	-2	-0.1
Cc1ccccc1NC(=O)/C(C#N)=C/c1ccc[nH]1	0	.	.	2	-1	0	0	-1.4
O=C(Nc1ccc2nc(-c3ccc(Br)o3)[nH]c2c1)c1ccco1	8	4	-33	-5	.	-3	.	.
CC(=O)N1CCc2cc(Br)cc(S(=O)(=O)CCC(=O)Nc3c(C)n(C)n(-c4ccccc4)c3=O)c21	-4	2	2	2	-5	-1	-2	0.0
C[C@@H]1CN([C@H](C)CO)C(=O)CCCn2cc(nn2)CO[C@H]1CN(C)C(=O)Nc1ccccc1F	1&2&1	-1	-10&9&-8	1&-1&-1	-6&19&-4	3&-1&11	-2&-1&1	-0.2&-0.1
C[C@@H]1CN([C@H](C)CO)C(=O)c2cccc(NC(=O)Nc3ccc(C(F)(F)F)cc3)c2O[C@@H]1CN(C)Cc1ccc(-c2ccccc2)cc1	1	-3[16.7 µM]	20	1	-18	5	4	-0.2
COc1ccc(-c2noc(N3CCCC(C(=O)Nc4ccc(F)cc4F)C3)n2)cc1 (configuration not stated)	0	0	-8	2	-20	2	5	0.0
CCOC(=O)C1=CCN(S(=O)(=O)c2ccc(F)cc2)C1c1cccc(F)c1 (configuration not stated)	11	-1	-13	-2	-2	-4	10	1.3
O=C(/C=C/Nc1ccc(Br)cn1)c1cccc(OC(F)F)c1	-11	2	-4	-3	-34	0	0	1.5
O=C(Nc1ccccc1OCc1ccccc1)c1ccccc1Br	-5	19	-4	-2	-2	-1	0	.
Fc1ccccc1Cc1noc(CN2CCC(OCc3cccnc3)CC2)n1	4	0	-8	-2	1	3	-2	.
O=C(NCc1cccnc1)c1cc([N+](=O)[O-])ccc1N1CCOCC1	2	-4	8	-9	1	0	.	3.2
C[C@@H]1CN([C@H](C)CO)C(=O)Cc2cc(NS(C)(=O)=O)ccc2O[C@H]1CN(C)S(=O)(=O)c1ccccc1	12	0[16.7 µM]	7	3	-12	48	4	1.6
Cc1cc2c(cc1C)NC1(C(=O)Nc3ccccc31)C1=C(CC(C)(C)CC1=O)N2 (configuration not stated)	-9	1	4	1	.	-1	.	.
COc1ccc(N2CCN(C(=O)CN3C(=O)C4CC=CCC4C3=O)CC2)cc1 (configuration not stated)	1	3	4	4	.	2	.	.
COc1ccc(C(=O)NC(=S)N(C)C2CCCCC2)cc1	-4	-3	1	10	-16	27	-2	0.0
C[C@@H]1CN([C@H](C)CO)C(=O)c2cc(NC(=O)Cc3ccccc3)ccc2O[C@@H](C)CCCCO[C@H]1CN(C)S(=O)(=O)c1ccc(Cl)cc1	-1	-8[16.7 µM]	-20	-3	2	1	4	0.2
